Screens (PubChem BioAssay)
OX1R antag-1 – blocks the human orexin 1 receptor. O43613. OX1R-expressing cells, FRET antagonist read-out. inhibition, % at 6.6 µM. 1.8% of 330,000 active. AID 485270; in the data active means inhibition mostly above about 38%, no sharp cut-off; inactive means mostly below about 40%;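 further: 0% = agonist challenge alone and 100% = reference antagonist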
Target sequence (O43613 whole entry, looked up): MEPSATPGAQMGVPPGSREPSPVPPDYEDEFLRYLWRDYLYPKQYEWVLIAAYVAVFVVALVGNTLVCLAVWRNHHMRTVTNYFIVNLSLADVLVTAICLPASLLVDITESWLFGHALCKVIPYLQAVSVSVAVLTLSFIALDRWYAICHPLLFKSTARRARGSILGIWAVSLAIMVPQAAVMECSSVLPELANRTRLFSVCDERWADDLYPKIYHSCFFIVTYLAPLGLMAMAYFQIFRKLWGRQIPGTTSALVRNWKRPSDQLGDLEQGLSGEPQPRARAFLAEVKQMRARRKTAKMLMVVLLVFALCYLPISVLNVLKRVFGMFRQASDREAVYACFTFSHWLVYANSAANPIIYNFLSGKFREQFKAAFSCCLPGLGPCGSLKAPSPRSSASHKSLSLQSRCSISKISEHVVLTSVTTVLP
OX1R antag-2 – blocks the human orexin 1 receptor; 0.43% of 330,000 active; inhibition, % at 5 µM; O43613; AID 434989; CHO/OX1R cells, Fluo-8 calcium fluorescence, orexin A;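 active means inhibition above its plate's threshold, mean inhibition of all tested compounds on the plate plus 3 SD, cut at about 37% in these data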;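 further: 0% = orexin A challenge wells and 100% = SB-334867-A antagonist wells; not every result past the cut was called active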
* hit, by the source's call. Not all compounds are listed; rates above refer to the full screens.

1	O=C(COc1ccc(Br)cc1)N1CCN(C2CCCC2)CC1
2	CC(C)N1C(=O)CCC1C(=O)N1CCC2(CC1)OCCO2 (stereo unspecified)
3	CCCCn1c(O)c(/C=N/NC(=O)c2ccncc2)c(=O)[nH]c1=S
4	O=[N+]([O-])c1ccc(O)c([N+](=O)[O-])c1
5	CN1CCN(CCC(C#N)(c2ccccc2)c2ccccc2)CC1
6	Cn1cc(C(=O)N2CCCCC2)c2ccccc21

compound no.,1,2,3,4,5,6
OX1R antag-1,17.6,2.4,20.1,68.9*,11.8,11.6
OX1R antag-2,-12.9,-3.1,-1.8,2.9,-26.5,-2.9

Next part, starting with the last 4 of the part before.
3	CCCCn1c(O)c(/C=N/NC(=O)c2ccncc2)c(=O)[nH]c1=S
4	O=[N+]([O-])c1ccc(O)c([N+](=O)[O-])c1
5	CN1CCN(CCC(C#N)(c2ccccc2)c2ccccc2)CC1
6	Cn1cc(C(=O)N2CCCCC2)c2ccccc21
7	O=P1(N(CCCl)CCCl)NCCCO1 (stereo unspecified)
8	COc1ccc(CCNCc2ccncc2)cc1
9	CN1CCN(c2nc3ccccn3c(=O)c2C=C2C(=O)N(C)C(=O)N(C)C2=O)CC1
10	Brc1ccccc1CNCCc1ccc2c(c1)OCO2
11	Cc1ccc(Cn2c(C)c3cnn(CC(=O)N4CCC5(CC4)OCCO5)c(=O)c3c2C)cc1
12	O=c1[nH]c(=S)n(-c2ccc(F)cc2)c(O)c1/C=N/N1CCOCC1

compound no.,3,4,5,6,7,8,9,10,11,12
OX1R antag-1,20.1,68.9*,11.8,11.6,4.2,12.1,20.7,4.2,12.9,2.4
OX1R antag-2,-1.8,2.9,-26.5,-2.9,-4.8,-16.6,0.2,-21.0,-12.3,-19.8

13	CC1(C)CC(CCNCc2ccc3c(c2)OCO3)(Cc2ccccc2)CCO1 (stereo unspecified)
14	COc1ccc(CN2C(=O)NC(=O)/C(=C\c3cc(OC)c(OC)c(OC)c3)C2=O)cc1
15	COc1ccc(OCC(=O)N2CCN(C3CCC(c4ccccc4)CC3)CC2)cc1 (stereo unspecified)
16	COc1ccccc1-n1c(Cc2ccccc2)nc2ccccc2c1=O
17	N/C(=N\[N+](=O)[O-])NCCCC(NC(=O)CNC(=O)c1ccccc1)C(=O)O (stereo unspecified)
18	C[N+]1(C)[C@@H]2CC[C@H]1CC(OC(=O)C(c1ccccc1)c1ccccc1)C2 (stereo partly specified)

compound no.,13,14,15,16,17,18
OX1R antag-1,13.7,43.6,11.5,12.4,12.4,-7.8
OX1R antag-2,-37.6,-7.0,-20.6,-21.5,-18.6,-1.2

19	CCOC(=O)c1cncn1[C@@H](C)c1ccccc1
20	CCOC(=O)C1=C(C)OC(N)=C(C(=O)OCC)C12C(=O)Nc1ccc(Br)cc12 (stereo unspecified)
21	O=C(c1ccc2c(c1)OCO2)C1CCCN(Cc2c(F)cccc2Cl)C1 (stereo unspecified)
22	COC(=O)C1=C(c2ccc(OC)c(OC)c2)C[C@@H]2CC[C@H]1N2C(=O)NCCCOC(C)C
23	COc1cc(CCN)ccc1O
24	Cc1cc(OC(=O)N(C)C)nc(SCc2c(Cl)cccc2Cl)n1

compound no.,19,20,21,22,23,24
OX1R antag-1,13.2,-2.3,18.2,2.2,9.4,13.6
OX1R antag-2,1.9,-10.6,-6.4,-5.8,-9.9,-31.5

25	COc1ccc(-n2c(O)c(C=Nc3c(C)n(C)n(-c4ccccc4)c3=O)c(=O)[nH]c2=O)cc1
26	O=C(C1CC(=O)N(C2CCCCC2)C1)N1CCC2(CC1)OCCO2 (stereo unspecified)
27	CN(C)C(Cc1ccccc1)C(=O)c1ccccc1 (stereo unspecified)
28	Clc1ccc(CCC(Cn2ccnc2)Sc2c(Cl)cccc2Cl)cc1 (stereo unspecified)
29	Cc1ccsc1C(=O)C1CCCN(Cc2c(C)nn(C(C)C)c2C)C1 (stereo unspecified)
30	COc1ccc(C=O)cc1

compound no.,25,26,27,28,29,30
OX1R antag-1,16.0,10.6,11.7,27.6,18.5,0.9
OX1R antag-2,-4.8,-0.2,-12.5,-1.6,-11.0,3.0

31	COc1cc(C)cc2oc(=O)c(CC(=O)N3C[C@H]4C[C@@H](C3)c3cccc(=O)n3C4)c(C)c12
32	O=C1NC(c2cccnc2)Nc2sc3c(c21)CCCC3 (stereo unspecified)
33	O=c1c2ccccc2nc(-c2ccccc2F)n1-c1ccccc1
34	CCCOP(=O)(O)c1c([N+](=O)[O-])cc(C(F)(F)F)cc1[N+](=O)[O-] (tested in a mixture with another compound)
35	CCOc1ccc(N=C2SCCCN2C)cc1
36	N[C@@H]1CCCC[C@H]1N.O=C(O)C(=O)O.[Pt]

compound no.,31,32,33,34,35,36
OX1R antag-1,8.5,16.5,11.0,0.4,13.7,9.2
OX1R antag-2,-16.4,-15.1,-17.6,-3.2,-9.5,-12.8

37	CC(C)CCn1c(=O)c(C(=O)Nc2ccccc2S(N)(=O)=O)c(O)c2ccccc21
38	C/C=C(\C)C(=O)N[C@@H](c1ccccc1)[C@@H](O)C(=O)O[C@H]1C[C@@]2(O)[C@@H](OC(=O)c3ccccc3)C3[C@](C)(C(=O)[C@H](OC(C)=O)C(=C1C)C2(C)C)[C@@H](O)C[C@H]1OC[C@@]31OC(C)=O (stereo partly specified)
39	CCC(=O)c1ccc(OC)c(OC)c1
40	C=Cn1ccnc1P(=S)(c1nccn1C=C)c1nccn1C=C
41	Cc1ccc2c(c1)N(C(=O)CCC(=O)N1CCC3(CC1)OCCO3)CCO2
42	O=C1NC(=O)C(CCc2ccncc2)(CCc2ccncc2)C(=O)N1Cc1ccccc1

compound no.,37,38,39,40,41,42
OX1R antag-1,14.1,11.6,6.6,10.1,6.4,23.1
OX1R antag-2,-36.8,-27.8,-2.8,-9.0,-18.4,-12.6

43	ClCCNc1nc2ccc(Cl)cc2[nH]1
44	CCCCn1c(O)c(C(=O)/C=C/c2ccc3c(c2)OCO3)c(=O)[nH]c1=O
45	O=C(N/N=C/c1c(O)n(Cc2ccccc2)c(=O)[nH]c1=O)c1ccccc1O
46	O=c1c2ccccc2nc(/C=C/c2ccccc2)n1-c1ccccc1O
47	CCOC(=O)c1ccc(N=C(c2ccccc2)c2c(O)n(C)c(=O)n(C)c2=O)cc1
48	CC(C)CC(NC(=O)C1CCCCC1)C(=O)N1CCC2(CC1)OCCO2 (stereo unspecified)

compound no.,43,44,45,46,47,48
OX1R antag-1,27.3,3.1,8.9,1.7,7.1,8.3
OX1R antag-2,-4.0,-14.5,-11.8,-19.9,-8.4,-11.0

49	Cn1cc(C(=O)NP(=O)(N2CCOCC2)N2CCOCC2)c2ccccc21
50	CN(C)C(=Nc1ccccc1)P(=S)(N(C)C)N(C)C
51	C/C=C1/C[C@@H](C)[C@](O)(CO)C(=O)OCC2=CCN3CC[C@@H](OC1=O)[C@@H]23
52	Cc1c(N=Cc2c(O)n(Cc3ccco3)c(=O)[nH]c2=O)c(=O)n(-c2ccccc2)n1C
53	N#CC(C#N)=NNc1ccc(-n2ccc(C(F)(F)F)n2)cc1
54	COC(=O)C1=C(c2cccc(OCc3ccccc3)c2)C[C@@H]2CC[C@H]1N2C(=O)NCc1cccc(F)c1

compound no.,49,50,51,52,53,54
OX1R antag-1,15.4,12.0,6.2,11.3,61.3*,18.6
OX1R antag-2,-7.9,-10.9,4.2,-15.0,52.8*,10.0

55	COc1cccc(Oc2coc3cc(OC(=O)N(C)C)ccc3c2=O)c1
56	COC(=O)C1=C(c2ccccc2OCc2ccccc2)C[C@@H]2CC[C@H]1N2C(=O)NCCOc1ccccc1
57	CCc1nnc(NS(=O)(=O)c2ccc(N=Cc3c(O)n(-c4ccc(Cl)cc4)c(=O)[nH]c3=O)cc2)s1
58	COC(=O)C1=C(c2cc3ccccc3s2)C[C@@H]2CC[C@H]1N2C(=O)N1CCC(C)CC1
59	O=C(C1CCC(=O)N1Cc1ccc(F)cc1)N1CCC2(CC1)OCCO2 (stereo unspecified)
60	CCN(CC)CC(O)c1ccc(C2CCCC2)cc1 (stereo unspecified)

compound no.,55,56,57,58,59,60
OX1R antag-1,4.4,25.2,9.5,11.3,2.8,-6.6
OX1R antag-2,-14.7,45.6,-19.1,-33.7,21.0,-26.9

61	Cc1nc2cc([N+](=O)[O-])ccc2c(=O)n1-c1cccc(Br)c1
62	CC(C)(C)C(=O)Nc1ccc(S(=O)(=O)N2CC3CC(C2)c2cccc(=O)n2C3)cc1 (stereo unspecified)
63	O=c1c2ccccc2nc(-c2ccccc2)n1-c1ccc(O)cc1
64	COc1ccc2c(c1OC)C(=O)OC2C1c2cc3c(cc2CCN1C)OCO3 (stereo unspecified)
65	C=CCn1c(O)c(C=Nc2c(C)n(C)n(-c3ccccc3)c2=O)c(=O)[nH]c1=O
66	Cc1nc2ccc(Cl)cc2c(=O)n1-c1ccc([N+](=O)[O-])cc1

compound no.,61,62,63,64,65,66
OX1R antag-1,36.9,5.8,12.6,10.2,0.0,15.8
OX1R antag-2,-18.5,-18.5,-15.8,3.2,-8.6,-2.8

67	COC(=O)C1=C(c2cc3ccccc3o2)C[C@@H]2CC[C@H]1N2C(=O)NCCNC(C)=O
68	CCOCCN1CCC(OC(C)=O)C(C)C1 (stereo unspecified)
69	O=C(CN1CCN(Cc2ccc(Cl)cc2)C1=O)N1CCC2(CC1)OCCO2
70	CCN1C(=O)/C(=C/c2ccc3c(c2)CCN3CCCCl)C(=O)NC1=S
71	CN(C)S(=O)(=O)c1cc(NC(=O)C[N+]23CCN(CC2)CC3)ccc1Cl
72	CCOC(=O)C(O)(c1ccc(NC(=O)c2ccco2)c(OC)c1)C(F)(F)F (stereo unspecified)

compound no.,67,68,69,70,71,72
OX1R antag-1,53.5,-0.6,1.6,24.0,6.3,45.7
OX1R antag-2,-19.1,0.1,-3.9,-12.6,6.9,-17.1

Whole records from above. Order of values: OX1R antag-1 | OX1R antag-2
`CCOC(=O)C(O)(c1ccc(NC(=O)c2ccco2)c(OC)c1)C(F)(F)F` (stereo unspecified) across the screens: 45.7 | -17.1
`CN(C)S(=O)(=O)c1cc(NC(=O)C[N+]23CCN(CC2)CC3)ccc1Cl` across the screens: 6.3 | 6.9
`CCOCCN1CCC(OC(C)=O)C(C)C1` (stereo unspecified) across the screens: -0.6 | 0.1

The list goes on.
73	Cc1nn(Cc2ccccc2)c(Cl)c1C(=O)OCC(=O)Nc1cccc2ccccc12
74	Clc1cc(Cl)c(-c2cc(Cl)c(Cl)cc2Cl)cc1Cl
75	CC(C)n1c(=O)c(C=Nc2ccc(F)cc2)c(O)n(Cc2ccco2)c1=O
76	Cn1c(O)c(/C=N/NC(=O)c2ccncc2)c(=O)n(C)c1=S
77	Cc1cc(C(=O)N2CCC3(CC2)OCCO3)no1
78	COC(=O)C1=C(c2ccc(Cl)c(C(F)(F)F)c2)C[C@@H]2CC[C@H]1N2C(=O)NCC1CC1

compound no.,73,74,75,76,77,78
OX1R antag-1,11.1,1.5,0.2,19.6,14.0,11.2
OX1R antag-2,-11.0,2.8,-21.8,-2.3,-7.4,-16.4

79	O=C1NC(=O)C(=Cc2cc([N+](=O)[O-])ccc2N2CCCCC2)C(=O)N1
80	CC1(C)C2CC=C(CN3CCOCC3)C1C2 (stereo unspecified)
81	Cc1ccccc1N1C(=O)NC(=O)/C(=C/c2ccc(N3CCOCC3)o2)C1=O
82	CC/C(CC(c1ccccc1)c1c(O)c2ccccc2oc1=O)=N\NC(N)=S (stereo unspecified)
83	CCOC(=O)COc1ccc2c(c1)c(C(C)=O)c(C)n2Cc1ccccc1
84	Cc1cc(/C=C2\C(=O)NC(=O)N(c3cccc(F)c3)C2=O)c(C)n1-c1ccc(C(=O)O)c(Cl)c1

compound no.,79,80,81,82,83,84
OX1R antag-1,15.6,-2.7,47.6*,3.7,24.9,9.6
OX1R antag-2,-9.7,8.5,1.3,-10.5,-33.2,4.7

85	NC(=O)c1ccc(OCCC(O)N2CC=C(c3ccc(F)cc3)CC2)cc1 (stereo unspecified)
86	CCOC(=O)C1(CCc2ccccc2)CCN(C2CCSCC2)CC1
87	Cc1cc(N2CCCCC2)ccc1C=C1C(=O)N(C)C(=S)N(C)C1=O
88	OC(Cc1ccccc1)(c1ccccc1)C1CN2CCC1CC2 (stereo unspecified)
89	O=C(Nc1c(F)cc(F)cc1F)c1cccn(Cc2ccccc2)c1=O
90	O=C(N/N=C/c1c(O)n(Cc2ccccc2)c(=O)[nH]c1=O)c1ccncc1
91	CC(=NCCCn1ccnc1)c1c(O)n(C2CCCCC2)c(=O)[nH]c1=O
92	O=P(Oc1ccccc1)(Oc1ccccc1)C(O)c1ccccc1 (stereo unspecified)

compound no.,85,86,87,88,89,90,91,92
OX1R antag-1,13.3,6.5,15.6,7.5,15.3,2.3,1.7,33.9
OX1R antag-2,-2.8,-33.1,-34.8,-8.9,-29.0,0.1,-10.6,-17.5
